SNCA expr inh – SNCA gene expression inhibition; Potency, µM (titrated, usually from 57.2 µM), for inactives: top-dose activity change, negative = inhibition, hits mostly inhibitors; HEK-293 SNCA-luciferase knock-in, luminescence, 24 h; 0.17% of 140,000 active;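 also: potency is read from the fitted curve at half-maximal effect; plate controls were DMSO cells for no effect and cell-free wells for full effect; nearly all actives have a fitted effect of over 45% in size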
3T3 cytotox – cytotoxic compounds in NIH 3T3 cells; NIH 3T3 viability, CellTiter-Glo ATP luminescence, 48-72 h; Potency, µM (doses to about 96.7 µM), without a hit: at the highest dose activity change, negative = cytotoxicity, most hits filed as inhibitors; 4.3% of 94,000 active; AID 1345082; also: potency is read from the fitted curve at half-maximal effect; nearly all actives have a fitted effect of over 55% in size
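First NIH 3T3 cells are plated at 400 cells/well; next compound is pinned in; then plates incubate 48 or 72 hr at 37 °C; finally CellTiter-Glo is added and luminescence read after 10 min.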
GPT2 inhibitor – inhibitors of human GPT2 alanine aminotransferase; Recombinant GPT2, coupled pyruvate oxidase/HRP Amplex Red fluorescence; Q8TD30; 0.25% of 100,000 active; Potency, µM (doses to about 57.7 µM), for the others: at the top dose activity change, negative = inhibition, hits mostly inhibitors; AID 1671188; also: potency is read from the fitted curve at half-maximal effect; nearly all actives have a fitted effect of over 60% in size; many of its hits are not listed in these tables
Target sequence (Q8TD30 whole entry, looked up): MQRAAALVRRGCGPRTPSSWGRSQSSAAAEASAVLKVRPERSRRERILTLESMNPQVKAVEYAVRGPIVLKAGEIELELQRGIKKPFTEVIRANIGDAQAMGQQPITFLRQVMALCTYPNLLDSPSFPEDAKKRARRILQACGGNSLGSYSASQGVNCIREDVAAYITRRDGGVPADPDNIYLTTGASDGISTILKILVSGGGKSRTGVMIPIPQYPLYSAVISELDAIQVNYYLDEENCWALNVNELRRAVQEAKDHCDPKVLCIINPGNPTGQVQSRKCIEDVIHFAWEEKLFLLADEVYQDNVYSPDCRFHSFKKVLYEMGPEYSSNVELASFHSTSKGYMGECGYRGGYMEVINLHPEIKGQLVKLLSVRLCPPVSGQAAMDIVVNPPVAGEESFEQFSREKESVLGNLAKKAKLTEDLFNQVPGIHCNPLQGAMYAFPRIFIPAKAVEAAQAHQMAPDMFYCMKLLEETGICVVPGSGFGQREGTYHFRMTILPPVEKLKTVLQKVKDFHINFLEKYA
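Fluorescence read-out: pyruvate from GPT2 turnover coupled to pyruvate oxidase, HRP and Amplex Red (0.2mM ThPP, 0.2U/mL PO and HRP, 50uM Amplex final). Substrates 250uM a-KG, 2mM L-alanine; enzyme 10ng/uL; 30 min RT.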
HEK293 tox – HEK 293 cell cytotoxicity; HEK 293 viability, ATP luminescence (CellTiter-Glo), 48-72 h; Potency, µM (highest dose often 115 µM), for the others: top-dose activity change, negative = cytotoxicity, actives largely listed as inhibitors; AID 1345083; 6.6% of 94,000 active; also: potency is read from the fitted curve at half-maximal effect; nearly all actives have a fitted effect of over 60% in size
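Cytotoxicity was scored by loss of ATP-coupled luminescence (CellTiter-Glo) in HEK 293 cells. Compound treatment ran 48 or 72 hr at 37 degree Celsius, 5% CO2, 95% humidity.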
IP6K1 inh – inhibitors of human IP6K1; 0.81% of 140,000 active; IP6K1 kinase, ADP-Glo luminescence, 2 h; active compounds read low; Q92551; activity change, % (series mostly up to about 58 µM); in the data active = activity change below about -25%
Target sequence (Q92551 whole entry, looked up): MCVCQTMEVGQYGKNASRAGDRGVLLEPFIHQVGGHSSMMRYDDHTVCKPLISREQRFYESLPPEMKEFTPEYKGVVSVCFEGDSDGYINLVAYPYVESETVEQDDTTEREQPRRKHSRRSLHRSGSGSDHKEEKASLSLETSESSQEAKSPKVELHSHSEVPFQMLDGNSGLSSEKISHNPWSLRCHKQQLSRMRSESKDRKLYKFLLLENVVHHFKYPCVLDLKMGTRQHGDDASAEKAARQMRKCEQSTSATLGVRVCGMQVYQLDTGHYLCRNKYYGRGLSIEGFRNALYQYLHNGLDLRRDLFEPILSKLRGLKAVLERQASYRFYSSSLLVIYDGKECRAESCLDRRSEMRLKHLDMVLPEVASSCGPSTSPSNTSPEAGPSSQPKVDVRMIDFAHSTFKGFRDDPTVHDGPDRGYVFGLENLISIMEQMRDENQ
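ADP-Glo luminescence measures ADP made by human IP6K1 during a 2 h RT reaction with ATP/IP6 (mix at 1.3 mM/130 uM); top library doses 57.5 and 19.1 uM final.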
FLuc inh – inhibitors of firefly (Photinus pyralis) luciferase; P08659; purified P. pyralis luciferase, luminescence, biochemical; Potency, µM (highest dose often 115 µM), without a hit: top-dose activity change, negative = inhibition, actives largely listed as inhibitors; 2.5% of 76,000 active; also: potency is read from the fitted curve at half-maximal effect; nearly all actives have a fitted effect of over 65% in size
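FLuc 10nM, D-luciferin 10uM, ATP 10uM, Mg acetate 10mM, Tris acetate pH 7.5, Tween/BSA; cpd qHTS; enzyme added last; CCD luminescence.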
SNCA viab count – cell viability loss counter-screen; HEK-293-SNCA-luc viability, GF-AFC fluorescence, 24 h; 0.12% of 150,000 active; Potency, µM (top dose mostly 57.1 µM), for the others: at the top dose activity change, negative = cytotoxicity, most hits filed as cytotoxic; AID 1671193;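 also: potency is read from the fitted curve at half-maximal effect; 0% = DMSO-treated cells and -100% = medium-only wells without cells; nearly all actives have a fitted effect of over 30% in size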
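HEK-293-SNCA-luc cells (1500/well) plated 24 h, then exposed 24 h to a dilution series; GF-AFC added 30 min at 37C, fluorescence 405/540 nm; normalised to medium-only and DMSO wells, Hill fit.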
Numbers without * were called inactive; i = inactive; ? = inconclusive; · = not tested or not shown; [ ] = dose if it differs, or a comment. Unless noted, calls follow the shape of the dose curve; as a rule, active = well fitted curve in the direction sought with a large enough effect; inconclusive = small, poorly fitted or top-dose-only effect, or another doubt; inactive = no such curve, though single readings can be large; an effect the other way counts as inactive or inconclusive. Unless noted, % is scaled to controls: 0 for no effect and ±100 for the full control effect. These rows are one share of the data (hit frequency here may not be typical).

no.	Molecule	SNCA expr inh	3T3 cytotox	GPT2 inhibitor	HEK293 tox	IP6K1 inh	FLuc inh	SNCA viab count
1	O=[S+]([O-])(c1ccncc1)c1nnn2c1nc(N1CCC(F)CC1)c1ccccc12	30%[activator]	?	-15%	-6%	9	·	9%
2	COCCC(=O)N1CC(F)(F)C[C@H]1c1nc(-c2cccnc2)no1	-9%	-9%	-8%	4%	4	-13%	8%
3	CC(C)(C)CN1CCNc2cc(Nc3ccccc3)ncc2C1	-3%[87.6 µM]	50µM*	?	?	-7	2.2µM*	-28%[87.6 µM]
4	CN(Cc1cccnc1)C1CN(S(=O)(=O)c2cn(C)cn2)C1	5%	2%	-29%	8%	-5	8%	2%
5	COCCn1c(CO)nnc1C1CC(NC(=O)c2cccc(C)c2Cl)C1 (stereo not given)	-17%	-4%	i	-4%	15	-2%	5%
6	Cn1nnnc1SCCCNCc1cc(Br)ccc1OCc1ccccc1	-23%	·	·	·	1	·	-21%
7	CC(=O)O[C@@H]1CC[C@@]2(C)C(CC[C@]3(C)C2[C@H](O)C=C2[C@H]4[C@@H](C)[C@H](C)CC[C@]4(C)CC[C@]23C)[C@@]1(C)C(=O)O (stereo not given in full)	·	·	-2%[27.3 µM]	·	27	·	-10%[23.9 µM]
8	COCCNC(=O)c1cn2ccnc(-c3ccc(C)cc3)c2n1	30%	-26%	?	-5%	20	-11%	-21%
9	O=c1c2oc3ccccc3c2n(Cc2ccccc2)c(=O)n1Cc1ccc2c(c1)OCO2	46%[activator]	·	·	·	33	·	-4%
10	COCCO[C@H]1C(=O)N(C2CCN(Cc3ccc(O)cc3)CC2)[C@H]1c1ccncc1	8%	-14%	i	2%	37	2%	-6%

Results in IP6K1 inh and GPT2 inhibitor, for some of the entries so far:
| # | SMILES | IP6K1 inh | GPT2 inhibitor |
| --- | --- | --- | --- |
| 2 | COCCC(=O)N1CC(F)(F)C[C@H]1c1nc(-c2cccnc2)no1 | 4 | -8% |
| 3 | CC(C)(C)CN1CCNc2cc(Nc3ccccc3)ncc2C1 | -7 | ? |
| 4 | CN(Cc1cccnc1)C1CN(S(=O)(=O)c2cn(C)cn2)C1 | -5 | -29% |
| 5 | COCCn1c(CO)nnc1C1CC(NC(=O)c2cccc(C)c2Cl)C1 (stereo not given) | 15 | i |

Entries 9–10, quoted:
no.	Molecule	SNCA expr inh	3T3 cytotox	GPT2 inhibitor	HEK293 tox	IP6K1 inh	FLuc inh	SNCA viab count
9	O=c1c2oc3ccccc3c2n(Cc2ccccc2)c(=O)n1Cc1ccc2c(c1)OCO2	46%[activator]	·	·	·	33	·	-4%
10	COCCO[C@H]1C(=O)N(C2CCN(Cc3ccc(O)cc3)CC2)[C@H]1c1ccncc1	8%	-14%	i	2%	37	2%	-6%

Next section.
no.	Molecule	SNCA expr inh	3T3 cytotox	GPT2 inhibitor	HEK293 tox	IP6K1 inh	FLuc inh	SNCA viab count
11	COc1ccccc1-c1ccc(NC(C)c2cn(C)nc2C)nn1 (stereo not given)	2%	-24%	0%	-11%	-5	4%	-6%
12	COCC1CN(C(C)=O)CC12CCN(Cc1ccccc1C)CC2 (stereo not given)	8%	2%	i	2%	3	-1%	4%
13	Cc1cccc(C(=O)NC(C(=O)N2CCOCC2)C2CCN(C(=O)c3ccc4c(c3)OCO4)CC2)c1 (stereo not given)	-7%	?	i	-10%	5	0%	-15%
14	CC(=O)Nc1cccc(C(=O)N2CC[C@@H](c3sccc3C)[C@H](O)C2)c1	0%	i	i	-6%	28	2%	-10%
15	O=C1NC(=NC2CCCC2)C2(CCCN(Cc3ccsc3)C2)N1c1cccnc1 (stereo not given)	-4%	28µM*	i	3%	-9	·	1%
16	CN1CCC(N2C[C@@H]3C[C@H]2C(=O)N(Cc2cccnc2)c2ccccc2O3)CC1	10%[87.6 µM]	i	-7%[88.5 µM]	i	11	-4%[172 µM]	-2%[87.6 µM]
17	Cc1ccc(S(=O)(=O)c2cn(CC(=O)Nc3cccc(C)c3)c3cc4c(cc3c2=O)OCO4)cc1	1%	·	·	·	14	·	-1%
18	COc1ccccc1CCC(=O)N1CCCC(Nc2ccc(F)cc2)C1 (stereo not given)	-20%	-20%	i	?	25	0%	-3%
19	O=C(CN1C(=O)NC2(CCOCC2)C1=O)Nc1ccc2c(c1)OCO2	36%[activator]	-19%	i	5%	7	-20%	2%
20	Cc1ccc(-c2nnc(C3CN(C(=O)Cc4ccc(F)cc4)CC34CCOCC4)o2)cc1 (stereo not given)	-2%	-28%	-18%	-30%	11	1%	-3%
21	COc1cccc(-c2cc(C(=O)NCC34CCC=C3N(C)C(=O)CC4)[nH]n2)c1 (stereo not given)	92%[activator]	?	i	?	-1	-10%	0%
22	COc1ccc(CCNC(=O)CNC(=O)c2ccc(-c3cnc4ccccc4c3)cc2)cc1	8%	-9%	i	-29%	-6	·	0%[12.5 µM]
23	Cc1ccccc1-c1onc(C)c1C(=O)NCc1ccc(Cl)cc1	-7%	?	2%	?	22	15%	2%
24	COc1ccc(Cn2c3c(c(=O)n2Cc2ccccc2)CCN(C(=O)c2cccc(N(C)C)c2)C3)cc1	-2%	?	-16%	-29%	13	-3%	-15%
25	O=C(Cn1c(=O)n(Cc2ccccc2)c(=O)c2sc3ccccc3c21)NCc1ccccc1Cl	4%	·	·	·	2	·	10%
26	Cc1ccc(CNC(=O)N2CCc3nnc(C4CC4)n3CC2)cc1	10%	0%	i	0%	7	1%	2%
27	COc1ccc(-c2nc3c(c(SCC(=O)N4CCCCC4)n2)Cc2cc(Cl)ccc2O3)cc1	-4%	·	·	·	45	·	-1%
28	CCn1cc2nc(SCc3cccc(OC)c3)n(Cc3ccc(Cl)cc3)c(=O)c2n1	-28%	·	·	·	-14	·	0%
29	CNC(=O)[C@@H]1CN(C(=O)c2nn(C)c3ccccc23)C[C@H]1COC	15%	-8%	i	-3%	13	-5%	-2%
30	CCn1c(=O)n(CC)c2cc(N3CCCCC3)c(NC(=O)Nc3cc(C)cc(C)c3)cc21	-15%	·	·	·	-4	·	-8%

Part of the list above, reformatted.
25) O=C(Cn1c(=O)n(Cc2ccccc2)c(=O)c2sc3ccccc3c21)NCc1ccccc1Cl
  SNCA expr inh = 4% | 3T3 cytotox = · | GPT2 inhibitor = · | HEK293 tox = · | IP6K1 inh = 2 | FLuc inh = · | SNCA viab count = 10%

26) Cc1ccc(CNC(=O)N2CCc3nnc(C4CC4)n3CC2)cc1
  SNCA expr inh = 10% | 3T3 cytotox = 0% | GPT2 inhibitor = i | HEK293 tox = 0% | IP6K1 inh = 7 | FLuc inh = 1% | SNCA viab count = 2%

27) COc1ccc(-c2nc3c(c(SCC(=O)N4CCCCC4)n2)Cc2cc(Cl)ccc2O3)cc1
  SNCA expr inh = -4% | 3T3 cytotox = · | GPT2 inhibitor = · | HEK293 tox = · | IP6K1 inh = 45 | FLuc inh = · | SNCA viab count = -1%

28) CCn1cc2nc(SCc3cccc(OC)c3)n(Cc3ccc(Cl)cc3)c(=O)c2n1
  SNCA expr inh = -28% | 3T3 cytotox = · | GPT2 inhibitor = · | HEK293 tox = · | IP6K1 inh = -14 | FLuc inh = · | SNCA viab count = 0%

New compounds follow
no.	Molecule	SNCA expr inh	3T3 cytotox	GPT2 inhibitor	HEK293 tox	IP6K1 inh	FLuc inh	SNCA viab count
31	CCC(=O)N1CCc2cc(S(=O)(=O)NCCC(=O)Nc3ccc(OC)c(Cl)c3)ccc21	1%	·	·	·	-3	·	2%
32	CCOC(=O)CN1C(C(=O)c2ccccc2)=C(OC(=O)C(C)(C)C)c2ccccc2S1(=O)=O	-11%	·	·	·	20	·	-23%
33	COCCNC(=O)c1nc2sccn2c1-c1cccc(C#N)c1	5%[87.6 µM]	-16%[138 µM]	-11%[88.5 µM]	3%[172 µM]	11	·	12%[87.6 µM]
34	CCc1cn[nH]c1C1CCCN(C(=O)c2ccc(Cn3nnnc3C)cc2)C1 (stereo not given)	-3%	-13%	-6%	-2%	9	3%	3%
35	COc1ccc(CC(=O)NCC(c2ccc(N(C)C)cc2)N2CCOCC2)cc1 (stereo not given)	-12%	·	·	·	-10	·	2%
36	COCCNc1nccc(C2(c3ccccc3Cl)CCNCC2)n1	11%	-20%	-5%[11.5 µM]	?	5	-5%	-23%
37	CC(=O)N(C1CCOCC1)C1CCN(S(=O)(=O)c2ccc(Br)cc2)CC1	?	-29%	-8%	-15%	18	·	-4%
38	O=C(Cn1ccn2nc(-c3ccc(F)cc3)c(CO)c2c1=O)NCc1ccccc1	-12%	4%	-12%	-12%	5	0%	-1%
39	CC1CCN(C(=O)C[C@@H]2O[C@H](CNC(=O)C3CC3)[C@@H](O)[C@H]2O)CC1	25%[87.6 µM]	-9%[174 µM]	-10%[88.5 µM]	3%[172 µM]	2	5%[172 µM]	-2%[87.6 µM]
40	Cc1ccc(-c2noc(-c3ccc(N4CCCCC4C)c([N+](=O)[O-])c3)n2)cc1 (stereo not given)	?	·	·	·	-1	·	13%
41	Cc1cnc(CC2CCCN(C(=O)NCC(C)C)C2)n1Cc1ccc(F)cc1 (stereo not given)	-2%	-12%	i	-13%	-5	-1%	-2%
42	O=C1C2CN(Cc3ccncc3Cl)CCC2OCCN1Cc1ccccc1F (stereo not given)	8%[87.6 µM]	?	i	?	-9	-10%[172 µM]	1%[87.6 µM]
43	Cc1cccc(C)c1Nc1nn2c(=O)c3cc4c(cc3nc2s1)OCO4	0%	·	·	·	-12	·	15%
44	O=C(NCc1ccsc1)C1CN(c2cccc(Cl)c2)C(=O)N1 (stereo not given)	-27%[87.6 µM]	?	4%[88.5 µM]	?	-2	-4%[172 µM]	-9%[87.6 µM]
45	CC(=O)N1CCC(N2CC[C@@H](CO)N(C)c3nc(C)ccc3C2)CC1	3%[87.6 µM]	45µM*	-3%[88.5 µM]	79µM*	-7	0%[172 µM]	2%[87.6 µM]
46	Cn1cccc1CN1CCCC2(CC(Cc3ccccc3)=NO2)C1 (stereo not given)	22%[87.6 µM]	?	i	?	0	5%[172 µM]	-10%[87.6 µM]
47	Cc1cc(C)c(S(=O)(=O)Nc2ccc3oc4c(c3c2)C(=O)CC(C)(C)C4)cc1C	12%	·	·	·	-15	·	-1%
48	COc1cccc(CN2CCC(Cc3ncc(C)n3CC3CC3)C2)c1OC (stereo not given)	?	?	i	45µM*	-14	0%	-16%
49	O=C(c1ccccc1OC1CCN(Cc2ccc(-n3cccn3)cc2)CC1)N1CCCCC1	-9%	-15%	i	?	4	9%	-10%
50	Cc1cccc(NC(=O)[C@@H]2COCC(=O)N2Cc2ccc(F)cc2)c1	6%	-31%	-25%	-9%	-13	·	-13%
51	O=C1c2cnc(-c3cccc(F)c3)nc2OCCN1c1ccccc1	-25%[87.6 µM]	?	-10%[88.5 µM]	100µM*	-11	0.89µM*	-2%[87.6 µM]
52	CC(=O)[C@]1(O)Cc2c(O)c3c(c(O)c2[C@@H](O[C@H]2C[C@H](N)[C@H](O)[C@H](C)O2)C1)C(=O)c1ccccc1C3=O	?	·	3%	·	-13	·	?

Screening data from PubChem BioAssay.
